Growth percent in the NCI-60 one-dose screen (48 h, 10 µM unless noted): 100 = growth as untreated, 0 = no growth, -100 = all killed.
HCC-2998: HCC-2998 colon cancer; hit rate 4.7% among 79,000; AID 1794799
HCT-15: HCT-15 colon cancer; hit rate 5.2% among 82,000
SF-295: SF-295 CNS cancer cells; hit rate 5.6% among 79,000
SW-620: SW-620 colon cancer; hit rate 5.2% among 82,000; AID 1794795
SF-539: SF-539 CNS cancer. hit rate 6.8% among 81,000. AID 1794752
KM12: KM12 colon cancer cells; hit rate 5% among 82,000; AID 1794800
SNB-19: SNB-19 CNS cancer cells. AID 1794751. hit rate 2.5% among 81,000
HCT-116: HCT-116 colon cancer. hit rate 7.3% among 82,000. AID 1794798
SNB-75: SNB-75 CNS cancer; hit rate 5% among 79,000
Active calls of the source: *; / = not tested or not shown; & = joins results of further samples. The calls were made as follows: active = growth percent below 10; inactive = the rest.

item | mol | HCC-2998 | HCT-15 | SF-295 | SW-620 | SF-539
1 | CC[C@H](Nc1ncnc2nc[nH]c12)c1nc2cccc(CC(=O)c3ccc(C(=O)NO)cc3)c2c(=O)n1-c1ccccc1 | 89 | 102 | 98 | 96 | 79
2 | CC(C)(C)Nc1nc2c(OCCc3ccccc3)cccn2c1-c1cccc(F)c1 | 4.8* | -60* | -38* | 9.7* | -63*
3 | COCc1cc2c(cc1Br)OCO2 | 96 | 100 | 99 | 103 | 96
4 | CC1=C(C(=O)c2cnccn2)C(c2cccc(Oc3ccccc3)c2)NC(=O)N1 (stereo not given) | 105 | 103 | 107 | 105 | 97
5 | NS(=O)(=O)c1ccc(Br)cc1 | 108 | 95 | 88 | 112 | 96
6 | O=C1CNC(c2ccccc2)C(c2ccccc2)N1 (stereo not given) | / | 104 | 109 | 98 | 100
7 | COc1ccc(NC(=O)Nc2ccc(Nc3nc(C)cc(Nc4ccc(C)cc4)n3)cc2)cc1 | -75* | -79* | -66* | -62* | -90*
8 | Cc1ccc(/C=C2\SC(=S)N(CC(=O)O)C2=O)cc1 | 101 | 97 | 95 | 102 | 95
9 | CC(=O)N1c2ccnn2CC1c1ccccc1 (stereo not given) | 99 | 108 | 107 | 102 | 105
10 | O=C(O)c1ccc(OCc2ccccc2)cc1 | 101 | 109 | 96 | 107 | 97
11 | CC(=O)[C@@H]1CC[C@]2(C(N)=O)CC[C@]3(C)[C@H](CC[C@@H]4[C@@]5(C)CCCNC(C)(C)[C@@H]5CC[C@]43C)[C@@H]12 | 92 | 71 | 87 | 90 | 90
12 | CO[C@H]1C[C@@H]2CC[C@@H](C)[C@@](O)(O2)C(=O)C(=O)N2CCCC[C@H]2C(=O)O[C@H]([C@H](C)C[C@@H]2CC[C@@H](OC(=O)C(C)(CO)CO)[C@H](OC)C2)CC(=O)[C@H](C)/C=C(\C)[C@@H](O)[C@@H](OC)C(=O)[C@H](C)C[C@H](C)\C=C/C=C/C=C/1C | 42 | 27 | 14 | 43 | 4.7*

item | KM12 | SNB-19 | HCT-116 | SNB-75
1 | 93 | 93 | 91 | 56
2 | 4.8* | 20 | -33* | 33
3 | 104 | 105 | 99 | 87
4 | 106 | 92 | 102 | 99
5 | 99 | 97 | 81 | 93
6 | 100 | 100 | 93 | 76
7 | -88* | -69* | -92* | -93*
8 | 103 | 94 | 108 | 91
9 | 100 | 98 | 101 | 104
10 | 111 | 95 | 93 | 88
11 | 91 | 86 | 65 | 80
12 | 34 | 31 | 24 | -0.1*

Further structures
item | mol | HCC-2998 | HCT-15 | SF-295 | SW-620 | SF-539
13 | CCn1c(Cn2cc(-c3ccc(F)cc3)nn2)nc2ccccc21 | 109 | 100 | 102 | 97 | 104
14 | CCC(c1ccc(OC)cc1)C(CC)c1ccc(O)c(CN2CCOCC2)c1 (stereo not given) | 100 | 88 | 91 | 100 | 93
15 | CC12c3ccccc3C(C)(C3C=CC=CC31)C(NS(=O)(=O)c1ccccc1)C2O (stereo not given) | 105 | 101 | 96 | 102 | 92
16 | NC1=Nc2cc(OCCCCN3Cc4ccccc4C3)c(OCC3CC3)cc2C12CCCC2 | -58* | 3.1* | 62 | 3.2* | -8.2*
17 | CC(=O)Oc1ccccc1C(=O)O | 106&133 | 110&112&111 | 98&119 | 101&103&109 | 97&101&105
18 | O=c1cc(CSc2nnc(-c3ccc(F)cc3)o2)c2ccc3ccccc3c2o1 | 95 | 98 | 90 | 94 | 98
19 | O=c1[nH]nc(Cn2nc(-c3ccccc3)ccc2=O)o1 | 113 | 102 | 98 | 99 | 87
20 | Clc1ccc(C2(c3ccccc3)Nc3ccccc3S2)cc1 (stereo not given) | 125 | 104 | 109 | 93 | 109
21 | CCOC(=O)NC(NC(=O)OCC)C(Cl)CC (stereo not given) | 107 | 101 | / | 101 | 106
22 | Cc1cnc(NC(=O)C2=C(O)c3ccccc3S(=O)(=O)N2C)s1 | 118 | 104 | 103 | 110 | 108
23 | O=C(CNc1nc(-c2ccccc2)cs1)Nc1ccc([N+](=O)[O-])cc1 | -98* | -24* | 26 | 7.6* | -28*
24 | N/C(=N/N=C/c1ccccc1)N/N=C\c1ccccc1 | / | 44 | 67 | 34 | 58

item | KM12 | SNB-19 | HCT-116 | SNB-75
13 | 97 | 95 | 108 | 101
14 | 94 | 103 | 90 | 90
15 | 103 | 98 | 102 | 77
16 | 47 | 77 | 11 | 71
17 | 106&111&126 | 105&104&104 | 109&102&107 | 81&86&89
18 | 100 | 101 | 93 | 98
19 | 108 | 79 | 97 | 93
20 | 106 | 110 | 105 | 100
21 | 111 | 113 | 105 | 93
22 | 100 | 110 | 104 | 86
23 | 37 | 38 | 12 | 88
24 | 35 | 75 | 36 | 67

The final 2 compounds of the part before lead into the next:
item | mol | HCC-2998 | HCT-15 | SF-295 | SW-620 | SF-539
23 | O=C(CNc1nc(-c2ccccc2)cs1)Nc1ccc([N+](=O)[O-])cc1 | -98* | -24* | 26 | 7.6* | -28*
24 | N/C(=N/N=C/c1ccccc1)N/N=C\c1ccccc1 | / | 44 | 67 | 34 | 58
25 | Cc1ccc(-c2nc(/C=N/Nc3cc(C)nc4ccc(Br)cc34)c(C)o2)cc1 | -63* | -84* | 86 | -85* | 71
26 | CCOC(=O)c1ccc2c(c1)OC(NCc1ccc(C#N)cc1)C(=O)N2C (stereo not given) | 93 | 98 | 99 | 101 | 97
27 | COc1cc(NC(C)CCCN)c2nccc(C)c2c1OC (stereo not given) | 97 | 84 | 115 | 83 | 41
28 | Brc1cccc(C=Nc2ccc(Nc3ncnc4sc5c(c34)CCN(Cc3ccccc3)C5)cc2)c1 | 110 | 94 | 91 | 98 | 95
29 | CSc1nc(=O)n(CCC#N)nc1SC | 101 | 104 | 105 | 95 | 96
30 | O=c1oc2c(Cl)cc(Cl)cc2n1SC(Cl)(Cl)Cl | 97 | 103 | 99 | 80 | 85
31 | COc1ccc(/C=C2\CC/C(=C\c3ccc(OC)c(O)c3Cl)C2=O)c(Cl)c1O | 108 | 96 | 99 | 110 | 97
32 | Cc1nn(-c2ccc(F)cc2)c2ncnc(Nc3ccc(NC(=O)Nc4cc(C(F)(F)F)ccc4F)cc3)c12 | 72 | 50 | 55 | 88 | 62
33 | CCCCCCCCCCCCCCCCCC(O)(CC)CC | 126 | 107 | 103 | 102 | 98
34 | CC(=O)C(C)(c1ccc(Cl)cc1)c1ccc(Cl)cc1 | 101 | 101 | 99 | 98 | 106
35 | O=C(NCn1c(=O)[nH]c2ccccc2c1=O)N1CCN(C(=O)NCn2c(=O)[nH]c3ccccc3c2=O)CC1 | 99 | 90 | 70 | 98 | 87
36 | COC(=O)C(Cc1ccc(O)cc1)NC(=O)C(COCc1ccccc1)NC(=O)OCc1ccccc1 (stereo not given) | 96 | 106 | 98 | 103 | 104

item | KM12 | SNB-19 | HCT-116 | SNB-75
23 | 37 | 38 | 12 | 88
24 | 35 | 75 | 36 | 67
25 | -40* | -49* | -66* | /
26 | 99 | 101 | 96 | 81
27 | 101 | 98 | 93 | 103
28 | 95 | 93 | 102 | 90
29 | 95 | 119 | 105 | 99
30 | 93 | 112 | 102 | 100
31 | 105 | 104 | 97 | 96
32 | 65 | 91 | 67 | 34
33 | 112 | 101 | 94 | 99
34 | 96 | 106 | 85 | 90
35 | 108 | 93 | 96 | 30
36 | 103 | 108 | 100 | 89

Continued:
item | mol | HCC-2998 | HCT-15 | SF-295 | SW-620 | SF-539
37 | COc1ccc(S(=O)(=O)/N=c2\c3ccccc3cnn2C2=NCCN2S(=O)(=O)c2ccc(OC)cc2)cc1 | 105 | 105 | 100 | 101 | 98
38 | Cn1cc(/C=N/Nc2ccnc3cc(Cl)ccc23)c2ccccc21 | -88* | -92* | -94* | -63* | -92*
39 | COc1ccc(OC)c(C2C3=C(CC(C)(C)CC3=O)OC2C(=O)c2ccc(N=[N+]=[N-])cc2)c1 (stereo not given) | 118 | 103 | 96 | 106 | 110
40 | CON=C1C[C@]2(C[C@@H]3C[C@@H](C/C=C(\C)C[C@@H](C)/C=C/C=C4\CO[C@@H]5[C@H](O)C(C)=C[C@@H](C(=O)O3)[C@]45O)O2)O[C@H](/C(C)=C/C(C)C)[C@H]1C | 49 | 48 | 33 | 34 | 85
41 | CCOC(=O)c1c(N)ssc1=S | 104 | 89 | 101 | 115 | 109
42 | COc1ccc([C@H]2[C@H](O)C(=O)N2c2cc(OC)c(OC)c(OC)c2)cc1Cl | 14 | 9.8* | 5.4* | 18 | -9.9*
43 | CC(C)(C)c1ccc(S(=O)(=O)N[C@H]2CC[C@H]3[C@@H]4CCc5cc(O)c([N+](=O)[O-])cc5[C@H]4CC[C@]23C)cc1 | 93 | 88 | / | 90 | 81
44 | O=c1oc2c(cnc3ccccc32)cc1-c1ccsc1 | 123 | 107 | 103 | 97 | 93
45 | O=C(NCCCN1CCC(N2CCCCC2)CC1)C1=Cc2cc(Br)ccc2OC1 | 20 | 41 | 3.3* | 56 | 87
46 | CCCCCC/C=C\CCCCCCCCCc1cc(O)cc(OC)c1O | 36 | 3.7* | 2.7* | 15 | -58*
47 | Cc1cc(C)c2c(SC(C)C)nc(N)nc2n1 | 94 | 101 | 84 | 103 | 88
48 | Nc1cc(N)ncn1 | 100 | 102 | 104 | 104 | 99

item | KM12 | SNB-19 | HCT-116 | SNB-75
37 | 100 | 100 | 98 | 92
38 | -94* | -80* | -46* | -86*
39 | 104 | 99 | 109 | 105
40 | 33 | 63 | 18 | 140
41 | 111 | 110 | 103 | 87
42 | 11 | 29 | 2.6* | 59
43 | 77 | / | 33 | 5.5*
44 | 94 | 95 | 100 | 89
45 | 12 | 59 | 37 | 45
46 | 12 | 24 | 5.4* | 6.1*
47 | 91 | / | 93 | 73
48 | 101 | 96 | 99 | 89

3 neighbouring entries from above, quoted:
item | mol | HCC-2998 | HCT-15 | SF-295 | SW-620 | SF-539
46 | CCCCCC/C=C\CCCCCCCCCc1cc(O)cc(OC)c1O | 36 | 3.7* | 2.7* | 15 | -58*
47 | Cc1cc(C)c2c(SC(C)C)nc(N)nc2n1 | 94 | 101 | 84 | 103 | 88
48 | Nc1cc(N)ncn1 | 100 | 102 | 104 | 104 | 99

item | KM12 | SNB-19 | HCT-116 | SNB-75
46 | 12 | 24 | 5.4* | 6.1*
47 | 91 | / | 93 | 73
48 | 101 | 96 | 99 | 89

New compounds follow
item | mol | HCC-2998 | HCT-15 | SF-295 | SW-620 | SF-539
49 | Clc1ccc(Cn2ccc3nc(Cl)nc(Cl)c32)c(Cl)c1 | 101 | 78 | 105 | 62 | 105
50 | NC1=NNC(=O)C1 | / | 114 | 103 | / | 94
51 | Cn1c(=O)c2c(-c3ccccc3)nc3ccc(Cl)cc3c2n(C)c1=O | 93 | 97 | 110 | 106 | 99
52 | CC(=O)N(c1ccccc1)C(C)C | 105 | 113 | 104 | 107 | 101
53 | COc1ccc2[nH]cc(-c3nc(-c4c[nH]c5ncccc45)cs3)c2c1 | 70 | -35* | 11 | 19 | 25
54 | Cc1cc([N+](=O)[O-])ccc1NC(=O)N(C)CCOC(=O)Nc1ccccc1 | 77 | 70 | 52 | 94 | 79
55 | Brc1ccc(C2c3[nH]c4ccccc4c3C(c3ccc(Br)cc3)c3c2[nH]c2ccccc32)cc1 (stereo not given) | 110 | 102 | 101 | 101 | 88
56 | Cc1ncsc1CCO | 109&101 | 106&111 | 100&101 | 101&108 | 100&111
57 | CN1C(=O)N(C)N(Cc2ccccc2)C(=O)N1Cc1ccccc1 | 104 | 97 | 102 | 104 | 101
58 | COc1cc(C2CC(=O)Nc3c2c(C)nn3C)cc(OC)c1O (stereo not given) | 104 | 99 | 100 | 110 | 94
59 | CC(=O)N1c2c(C(N)=O)cnn2CC1c1ccccc1 (stereo not given) | 104 | 106 | 104 | 104 | 106
60 | Nc1cccc2c1C(=O)c1ccc(Cl)cc1C2=O | 99 | 102 | 90 | 98 | 100

item | KM12 | SNB-19 | HCT-116 | SNB-75
49 | 98 | 96 | 57 | 101
50 | 97 | 102 | 97 | 85
51 | 100 | 98 | 105 | 93
52 | 102 | 114 | 105 | 99
53 | 25 | 77 | 18 | 19
54 | 56 | 79 | 71 | 74
55 | 104 | 95 | 99 | 106
56 | 98&110 | 103&108 | 102&112 | 91&111
57 | 101 | 111 | 103 | 90
58 | 101 | 110 | 79 | 81
59 | 95 | 102 | 98 | 99
60 | 98 | 95 | 81 | 61

Next section:
item | mol | HCC-2998 | HCT-15 | SF-295 | SW-620 | SF-539
61 | CNC(=O)c1c(NC(=O)c2cccc(C(F)(F)F)c2)sc2c1CCC(=O)C2 | -33* | -37* | -10* | -18* | -30*
62 | CCOC1Oc2ccc(F)cc2-c2oc(=O)ccc21 (stereo not given) | / | 94 | 88 | 87 | 99
63 | O=C1c2nsnc2C(=O)c2c(F)c(F)c(F)c(F)c21 | -22* | -59* | -37* | -57* | -74*
64 | COc1ccccc1/C=C/C(=O)c1nnn(-c2ccc(F)cc2)c1C | 81 | 23 | 64 | 20 | 21
65 | COc1ccc(C(=O)c2cc3c(N)c(C(=O)Nc4ccc(Br)cc4)sc3nc2C)cc1 | 95 | 69 | 87 | 79 | 66
66 | COc1ccc2c(c1)c(-c1nc(-c3c[nH]c4ncccc34)cs1)cn2C(=O)OC(C)(C)C | 106 | 54 | 81 | 111 | 99
67 | CN1CCN(c2ccc(Nc3nc(NCCNC(=O)c4c(F)cccc4F)c4sccc4n3)cc2)CC1 | 97 | 31 | 77 | 67 | 55
68 | CCn1cc(C2=C(c3cccc4ccccc34)C(=O)NC2=O)c2cc(Br)ccc21 | 117 | 83 | 85 | 109 | 98
69 | CC/C(Cc1ccccc1)=C(/c1ccc(O)cc1)c1ccc(OCCN2CCCCC2)cc1 | 70 | 53 | 105 | 77 | 94

item | KM12 | SNB-19 | HCT-116 | SNB-75
61 | -13* | 14 | 0.6* | -7.7*
62 | 108 | 131 | 101 | 92
63 | -44* | -87* | -93* | -76*
64 | 33 | 63 | 11 | 41
65 | 72 | 57 | 58 | -0.9*
66 | 68 | 97 | 49 | 88
67 | 45 | 102 | 44 | 85
68 | 79 | 108 | 56 | 70
69 | 80 | 91 | 71 | 77
